ER stress death = ER stress cell death inhibition; CSM14.1 thapsigargin ER stress survival, ATP luminescence; relative survival (cellular ATP), % at 15 µg/mL (by protocol); 0.33% of 48,000 active;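 active = survival measured by cellular ATP above 50% at 15 µg/ml in the first screen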;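 note: cell death triggered by about 15 µM thapsigargin; ATP read 24 h after thapsigargin was added; plate controls were thapsigargin with DMSO for no effect and DMSO without thapsigargin for full effect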
Starred values were filed as active, the others as inactive.

The first 3 entries as a preview:
SMILES,ER stress death
COc1ccc(N(CC(=O)Nc2ccccc2Cl)S(=O)(=O)c2ccccc2)cc1,0.4
O=C(Nc1c[nH]c(=O)[nH]c1=O)c1cccc([N+](=O)[O-])c1,6.7
CC(=O)c1c(C)nn2c3ccccc3n(C)c12,3.8

Results, from the first entry:
SMILES,ER stress death
COc1ccc(N(CC(=O)Nc2ccccc2Cl)S(=O)(=O)c2ccccc2)cc1,0.4
O=C(Nc1c[nH]c(=O)[nH]c1=O)c1cccc([N+](=O)[O-])c1,6.7
CC(=O)c1c(C)nn2c3ccccc3n(C)c12,3.8
COc1cc(/C=C2/SC(=S)NC2=O)ccc1OCCOCCOc1ccc(C)cc1,6.2
COc1ccc(CCNC(=O)C(=O)Nc2ccc3c(c2)OCCO3)cc1OC,-7.9
O=C(Nc1ccc(Cl)c(Cl)c1)C1CC(=O)N(c2cccc([N+](=O)[O-])c2)C1 (configuration not stated),-1.5
N#Cc1c(N)nc2c(c1-c1ccc(Br)s1)CCCCCC2,2.9
Cn1c(O)c(N=NC(=S)NC2CCS(=O)(=O)C2)c2ccccc21 (configuration not stated),5.4
COc1ccc(-c2csc(NC(=O)c3ccc(S(=O)(=O)N4CCCC4)cc3)n2)cc1C,8.8
COc1cc(OC)cc(C(=O)Nc2cccc(-c3nc4cc(C)cc(C)c4o3)c2C)c1,3.7
COc1ccccc1N1CCN(S(C)(=O)=O)CC1,-2.0
O=C(N/N=C/c1ccc(-c2cccc([N+](=O)[O-])c2)o1)c1cccc([N+](=O)[O-])c1,12.2
NC1=NC(=O)/C(=C\C=C\c2ccccc2)S1,2.4
Cc1cc(C)nc(NC(=O)COc2ccc(Cl)cc2Cl)c1,3.3
COC(=O)CN(c1ccc(OC)cc1OC)S(=O)(=O)c1ccc(C)cc1,0.4
COC(=O)/C(=C\N(C(C)C)C(C)C)[N+](=O)[O-],9.3
COc1ccc(NC(=O)C(=O)NCc2ccc(C)cc2)cc1Cl,10.6
O=C(/C=C/c1ccco1)NC(=S)N(Cc1ccccc1)c1ccccc1,0.9
COc1ccc(CCNC(=O)COc2ccccc2OC)cc1OC,6.5
CCOC(=O)CCc1c(C)nc2cc(-c3ccc(Cl)cc3)[nH]n2c1=O,-1.9
CC1=NN(C(=O)c2cccc(Cl)c2)C(O)(c2ccc(Cl)cc2)C1 (configuration not stated),-1.5
CCOc1ccccc1NC(=O)CN(c1cccc(C(F)(F)F)c1)S(C)(=O)=O,3.9
CC(=O)CC(=O)Nc1cc(Cl)ccc1C,64.7*
CC1(C)CC(=O)C2=C(C1)NC1=C(C(=O)CC(C)(C)C1)C2c1ccccc1,4.3
CC(=O)NC1=NC(=O)/C(=C\c2ccc(-c3cccc([N+](=O)[O-])c3)o2)S1,11.2
O=C(N/N=C/c1c(F)cccc1Cl)c1ccccc1I,-5.9
CCN(CC)C(=O)Cc1ccc2c3c(cccc13)CC2,4.4
CCOc1ccc(NC(=O)c2cc(Br)ccc2Cl)cc1,-1.3
COc1ccccc1N1C(=O)CC(N2CCN(C(c3ccccc3)c3ccccc3)CC2)C1=O (configuration not stated),16.7
Cc1cc(/C=C2\C(=O)NC(=O)N(c3ccc(Br)cc3)C2=O)c(C)n1-c1cccnc1,-0.6
Cc1cc2c3c(c1)C1C=CCC1C(c1cccc([N+](=O)[O-])c1)N3CC1CC=CC21 (configuration not stated),-4.3
C=CCc1ccccc1OCCOc1cccc(/C=C2/SC(=S)N(C)C2=O)c1,3.8
CCCn1c(C(O)c2cc(OC)ccc2OC)nc2ccccc21 (configuration not stated),1.4
O=C(Nc1ccccc1OC(=O)c1ccc(Cl)cc1)c1ccc(Cl)cc1,4.3
Oc1[nH]c2ccc(Cl)cc2c1N=Nc1ccnc2cc(Cl)ccc12,7.7
CC1C2=C(CC(C)(C)CC2=O)OC2=C1C(=O)CC(C)(C)C2,2.8
CC(C)(C)NCCOc1cccc(Cl)c1Cl,-6.0
CC(=O)Nc1ccc(C(=O)Nc2ccc(C(C)C)cc2)cc1,3.8
CC1(C)Cc2ccccc2C(N/N=C/c2ccc(Cl)cc2)=N1,-9.9
COc1ccc(C2CC(=O)C3=C(C2)Nc2ccccc2NC3c2c(F)cccc2F)cc1 (configuration not stated),4.8
CCc1ccccc1NC(=O)C(C)Oc1ccc(OC)cc1 (configuration not stated),3.7
O=C(CN(c1ccc(Br)cc1)S(=O)(=O)c1ccccc1)Nc1ccccc1F,0.7
COc1ccccc1NC(=O)/C=C/c1cc(Br)cs1,-7.0
COCCOC(=O)c1c(C)oc2ccc(OC(=O)c3sc4ccccc4c3Cl)cc12,-0.8
CC12C=CC(O1)C1C(=O)N(c3ccc(Cl)cc3)C(=O)C12 (configuration not stated),0.2
CN1C(=O)N(C)C2(c3ccccc3)N(N)C(N)=NC12c1ccccc1 (configuration not stated),4.7
CCC/C(O)=C1\C(=O)CC(C)(C)CC1=Nc1ccc([N+](=O)[O-])cc1,0.3
COC(=O)c1c(NC(=O)c2cc3ccccc3oc2=O)sc2c1C(C(=O)OC)CC2 (configuration not stated),3.5
COC(=O)C1=C(C)NC(=O)CC1c1cc(Br)ccc1F (configuration not stated),4.8
CN1C(=O)NC(=O)/C(=C\c2ccc(N3CCCC3)cc2)C1=O,7.5
O=C(CCN1C(=O)c2ccccc2C1=O)Nc1ccc(I)cc1,7.8
COC(=O)c1cccc(/C=C/N(C)C)c1[N+](=O)[O-],10.6
CCOC(=O)C(Cc1cccc([N+](=O)[O-])c1)SC#N (configuration not stated),10.4
COCCCNC(=O)c1c(-c2ccccc2Cl)noc1C,12.8
CCOc1ccc(NC(=O)C2CC2(c2ccccc2C)c2ccccc2C)cc1 (configuration not stated),-3.3
COc1ccc(C(=O)n2nnc3ccccc32)cc1,-0.1
Cc1cccc(NC(=O)C(=O)NNC(=O)c2ccccc2C)c1,14.6
CN(C)c1ccc(/C=C2\NC(=O)c3ccccc3C2=O)cc1,-4.0
CN(C)c1ccc(NC(=O)c2ccccc2Cl)cc1,-6.9
Nc1nc(O)c(C2=c3cc(Cl)ccc3=NC2=O)s1,9.5

The last 4 compounds of the section above lead into the next.
SMILES,ER stress death
Cc1cccc(NC(=O)C(=O)NNC(=O)c2ccccc2C)c1,14.6
CN(C)c1ccc(/C=C2\NC(=O)c3ccccc3C2=O)cc1,-4.0
CN(C)c1ccc(NC(=O)c2ccccc2Cl)cc1,-6.9
Nc1nc(O)c(C2=c3cc(Cl)ccc3=NC2=O)s1,9.5
CCCN(CCC)c1ccc(C2NC(=O)c3c(sc4c3CCN(C)C4)N2)cc1 (configuration not stated),3.3
CC(C)(C)NC(=O)C(=O)NN=C1CCCC1,1.9
CC1(C)C(=O)N(Cc2ccc(Cl)c(Cl)c2)c2ccccc2N1C(=O)c1ccc([N+](=O)[O-])cc1,14.3
Cc1nnc(C)n1/N=C/c1c(O)ccc2ccccc12,3.6
O=C(NCCN1CCN(S(=O)(=O)c2ccc3ccccc3c2)CC1)C(=O)Nc1ccccc1,3.6
Cc1ccnc(NC(=O)c2sc3ccccc3c2Cl)c1,1.1
Cc1ccc(OCCCCN2CCC(C)CC2)c(C)c1,-2.2
O=C(NCCOCc1ccccc1)c1ccccc1I,14.2
COc1cc2c(NCc3ccco3)cc(O)c(CC(=O)Nc3ccc(Cl)cc3)c2cc1OC,-5.1
CC1=C([N+](=O)[O-])C(c2ccccc2Cl)NC(=O)N1C (configuration not stated),1.8
CCOc1cc(C(=O)Nc2nc3ccccc3[nH]2)cc(OCC)c1OCC,4.3
O=C(CCC1CCCC1)NCc1cccnc1,10.0
COc1ccc(C2C(C(C)=O)=C(O)C(=O)N2c2nc3ccccc3s2)cc1 (configuration not stated),-8.0
COc1ccc(-c2csc3nc[nH]c(=O)c23)cc1,5.3
COc1ccc(CN2CCN(Cc3ccncc3)CC2)cc1,6.5
COc1ccc(NC(=O)CSc2nc3ccc(N4C(=O)c5ccccc5C4=O)cc3s2)c([N+](=O)[O-])c1,9.0
CCOc1ccc(N(CC(N)=O)S(=O)(=O)c2ccc(SC)cc2)cc1,1.7
O=C(Nc1ccc(O)cc1)c1ccc(-c2ccccc2)cc1,-5.5
CC(C(=O)NN)C1=NC(C)(C)Cc2ccccc21 (configuration not stated),8.6
O=C1CC(c2ccccc2)CC(O)=C1C=NCCN1CCNCC1 (configuration not stated),-2.1
O=C(/C=C/c1ccc(-c2ccccc2[N+](=O)[O-])o1)c1ccc(Cl)cc1,-1.6
CCc1ccccc1NC(=O)c1c(NC(=O)C(C)(C)C)sc2c1CCC2,-0.1
CCOC(=O)/C=C(\C)Nc1nc(S(=O)(=O)c2ccc(C)cc2)c(Cl)s1,2.9
COc1ccc(Br)cc1CN1CCN(C2CCCC2)CC1,-0.7
Nc1nc(-c2ccccc2)cc(N2CCCC2)n1,-3.1
Cc1cc(Br)c2[nH]c3c(c2c1)CCCC3=O,-1.9
NS(=O)(=O)c1cccc(NC(=O)c2ccc(Cl)cc2Cl)c1,-2.2
Cc1cc(C)nc(/N=C(/N)Nc2ccccc2[N+](=O)[O-])n1,1.9
CC(=O)c1ccc(NC(=S)NC(NC(=O)c2cccc(C)c2)C(Cl)(Cl)Cl)cc1 (configuration not stated),7.3
Cc1ccccc1-c1noc(-c2cccs2)n1,-4.3
CC(=O)c1ccc(N2C(=O)C3C(C2=O)C2(C)c4ccccc4C3(C)c3ccccc32)cc1 (configuration not stated),2.0
CC(=O)/C(C(=N)N1CCN(c2ccccc2)CC1)=C(\C)O,7.7
Cc1ccc(CNC(=O)C(=O)NCc2ccc(Cl)cc2)cc1,7.5
NC1=NC(=O)CC(C(=O)Nc2ccccc2)S1 (configuration not stated),12.8
CC(=O)C1=C(O)C(=O)N(CCN2CCNCC2)C1c1ccccc1F (configuration not stated),5.0
O=C(NCCNc1ccc([N+](=O)[O-])cc1Cl)c1ccccc1Cl,3.2
O=C(/C=C/c1ccc(F)cc1)c1cccc([N+](=O)[O-])c1,1.5
CCCCOc1ccc(C(=O)O/N=C2\CCOc3cc(OC)ccc32)cc1,-2.8
N/C(=N\OC(=O)/C=C/c1ccccc1)c1ccccc1,-5.8
CCOc1ccc(N(CC(=O)Nc2ccccc2OCC)S(=O)(=O)c2ccc(SC)cc2)cc1,3.4
O=C(CCNC(=O)/C(=C\c1cccc([N+](=O)[O-])c1)NC(=O)c1ccco1)OCc1ccccc1,6.2
O=C(O)c1cc(O)c2ccccc2c1O,-0.1
C=C1c2ccc(C)cc2NC(=O)N1c1cccc(Cl)c1,-0.5
O=C(NCCN1CCOCC1)c1nn2c(C(F)(F)F)cc(-c3ccc(Br)cc3)nc2c1Cl,-4.3
Cc1cc2nc(-c3cc(NC(=O)/C=C/c4cccc([N+](=O)[O-])c4)ccc3O)oc2cc1C,4.2
COc1cccc(NC(=O)C2C3CCC4C(CCC32)C4(Cl)Cl)c1 (configuration not stated),9.9
COC(=O)c1ccc(/C=C2/SC(=O)N(CNc3ccc(OC)c(Cl)c3)C2=O)cc1,9.8
COc1ccc(/C=C/C(=O)C2(C)CCCCC2)cc1,-8.1
COc1ccc(/C=C(\NC(=O)c2ccccc2)C(=O)NN)cc1OC,8.0
O=C1CCCC2=C1C(c1ccc(F)cc1)Nc1ccc(C(=O)c3ccccc3)cc1N2 (configuration not stated),4.3
CC(C)C(=O)NS(=O)(=O)c1ccc(NC(=O)c2ccccc2Cl)cc1,0.9
O=C(c1cccnc1)N1CCN(C/C=C/c2ccccc2)CC1,0.2
CCOC(=O)C1=CS/C(=C2/C(=S)C(C)(C)Nc3ccc(C)cc32)S1,-2.2
O=C(CN(Cc1ccccc1)Cc1ccccc1)NC12CC3CC(CC(C3)C1)C2,39.9
CC1(C)Cc2ccccc2C(Sc2ccc(N)cc2)=N1,6.2
Cc1ccc(C(=O)c2oc3ccccc3c2C)cc1,-1.2
COc1cccc(/C=C2\N=C(c3cccs3)OC2=O)c1OC,-0.6
O=C(N/N=C/c1c[nH]c2ccccc12)c1ccccc1[N+](=O)[O-],3.4
Cc1ccccc1OCC(=O)O/N=C(\N)Cc1cccs1,3.4
O=C(O)CCN1C(=O)/C(=C/c2ccc(-c3ccc([N+](=O)[O-])cc3)o2)SC1=S,2.9

The list goes on.
SMILES,ER stress death
Cc1ccc(S(=O)(=O)Nc2ccc(S(=O)(=O)NC(=O)C(C)C)cc2)cc1,-4.9
O=C(NCCCCNc1ccc(C(F)(F)F)cc1[N+](=O)[O-])c1ccc(Cl)cc1,-1.8
CC(C)(C)C(=O)/C=C(\N)COc1ccccc1,1.1
CCc1ccccc1NC(=O)CC1Sc2ccccc2NC1=O (configuration not stated),5.7
COc1ccccc1NC(=O)CN(c1ccc(Cl)cc1Cl)S(=O)(=O)c1ccccc1,-0.7
COc1ccccc1C1Nc2ccccc2NC2=C1C(=O)CCC2 (configuration not stated),2.9
COc1cccc(OCCOc2cccc(/C=c3\sc4nc5ccccc5n4c3=O)c2)c1,8.4
O=C(NC(=S)Nc1ccc(Cl)cc1Cl)c1ccc(Cl)cc1,-0.7
O=C(Nc1ccc(-c2nc3ccccc3o2)c(O)c1)c1ccc(Cl)cc1,0.2

Only part of the results is shown (hit frequency here may not be typical).
